# CHOP UPR activ: activators of apoptotic CHOP UPR arm, primary screen, cell-based, CHO-CHOP luciferase reporter, luminescence, uHTS; activation, % at 10 µM; UPR activation; percent of tunicamycin response over DMSO baseline; 0.34% of 330,000 active;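 active = at 10 µM dose, activation of 40% or more, normalized to positive control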;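 also: 100% = tunicamycin at 10 µg/mL and 0% = DMSO alone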
#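 System: CHO-CHOP luciferase reporter cell line; amount: 500 cells/well; buffer or medium: F12 medium containing 10% fetal bovine serum; incubation: 6 h compound exposure at 37 °C after overnight seeding; measured by: luciferase luminescence after 10 min with Steady-Glo reagent; evaluation: % reporter activation, DMSO baseline versus tunicamycin full activation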
# UPR XBP1 act: activators of adaptive XBP1 UPR arm, primary screen, cell-based, CHO-XBP1 luciferase reporter, luminescence, uHTS. IRE1-XBP1 UPR activation; percent of tunicamycin response, DMSO as zero. activation, % at 20 µM. 0.33% of 330,000 active;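 active = versus positive control, 20 µM dose yields 30% or more activation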;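 also: 100% = tunicamycin at 10 µg/mL and 0% = DMSO only wells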
#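 Assay system: IRE1-XBP1 luciferase reporter CHO line. Input: 1000 cells/well. Buffer or medium: F12 with 10% serum. Doses: 20 µM, 1% DMSO. Times: overnight seeding at 37 °C, 6 h compound treatment at 37 °C. Technique: Steady-Glo luciferase glow luminescence, 10 min after reagent addition.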
# APJ agonist: agonists of human apelin receptor APJ, primary screen, CHO-K1 cells, PathHunter beta-arrestin, luminescence; 0% DMSO wells, 100% apelin; activation, % at 20 µM; 0.11% of 330,000 active; AID 2520, 2010;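 active = activation more than six SD over the plate average, tested at 20 µM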;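 also: 0% = DMSO alone and 100% = apelin-13 at 10 nM; some results filed as inactive read as strong as hits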
#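 system = engineered CHO-K1 APJ arrestin reporter cells | input = 1000 cells per well | timing = overnight seeding, 90 min compound at 25 °C, 1 h detection | measured by = enzyme-fragment complementation luminescence | read-out = beta-arrestin recruitment to APJ as agonist activity, luminescent signal | control set = negative DMSO alone, positive Apelin-13 at 10 nM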
# EBI2 block: EBI2 receptor antagonists, beta-arrestin recruitment, primary screen, cell-based, luminescence, 7a,25-OHC stimulation, uHTS; AID 651636, 2012; G-protein coupled receptor 183 (Homo sapiens), P32249; inhibition, % at 5 µM; 0.81% of 360,000 active; 7a,25-OHC stimulated; in the data active = inhibition above about 38%;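 also: enzyme fragment complementation signal reports receptor beta-arrestin coupling in cells; 0% = agonist plus DMSO wells and 100% = wells without agonist; some results beyond the cut were filed as inactive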
# Mdm2-MdmX inh: inhibitors of human Mdm2-MdmX association, primary screen, cell-based, luminescence, split luciferase, SaOS-2, uHTS. 3% of 330,000 active. inhibition, % at 8 µM. Protein Mdm4 (Homo sapiens) + E3 ubiquitin-protein ligase Mdm2 (Homo sapiens), …. SaOS-2 split-luciferase Mdm2/MdmX complementation. AID 485346, 2010;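 active = inhibition of at least 50% at 8 µM in the primary screen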
# Target sequence (O15151 whole entry, looked up): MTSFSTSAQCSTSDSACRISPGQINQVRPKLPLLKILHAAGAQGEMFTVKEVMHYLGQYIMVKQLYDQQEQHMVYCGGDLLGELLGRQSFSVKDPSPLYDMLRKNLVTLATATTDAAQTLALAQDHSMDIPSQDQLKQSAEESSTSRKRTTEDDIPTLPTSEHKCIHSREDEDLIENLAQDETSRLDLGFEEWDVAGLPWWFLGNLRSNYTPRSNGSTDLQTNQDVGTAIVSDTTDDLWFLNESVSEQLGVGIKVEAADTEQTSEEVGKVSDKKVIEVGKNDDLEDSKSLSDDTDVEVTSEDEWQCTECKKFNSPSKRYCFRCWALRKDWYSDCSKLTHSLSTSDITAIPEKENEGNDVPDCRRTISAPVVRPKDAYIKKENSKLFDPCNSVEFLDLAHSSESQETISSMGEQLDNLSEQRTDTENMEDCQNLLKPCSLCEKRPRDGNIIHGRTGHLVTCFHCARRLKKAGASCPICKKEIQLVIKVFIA
# Target sequence (Q00987 whole entry, looked up): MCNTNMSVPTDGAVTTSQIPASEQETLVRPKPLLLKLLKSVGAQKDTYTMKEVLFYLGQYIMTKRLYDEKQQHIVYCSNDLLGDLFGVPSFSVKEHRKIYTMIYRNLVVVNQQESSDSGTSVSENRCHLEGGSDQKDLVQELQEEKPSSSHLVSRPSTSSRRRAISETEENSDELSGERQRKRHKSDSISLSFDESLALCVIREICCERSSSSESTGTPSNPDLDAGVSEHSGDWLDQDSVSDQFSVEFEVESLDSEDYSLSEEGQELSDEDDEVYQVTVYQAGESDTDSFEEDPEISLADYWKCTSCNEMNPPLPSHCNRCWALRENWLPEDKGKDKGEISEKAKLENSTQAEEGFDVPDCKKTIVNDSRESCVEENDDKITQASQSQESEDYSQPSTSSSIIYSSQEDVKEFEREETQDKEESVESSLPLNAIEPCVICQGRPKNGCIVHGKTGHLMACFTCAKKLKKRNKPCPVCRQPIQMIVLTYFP
# CXCR6 block: CXCR6 receptor inhibitors, primary screen, cell-based, beta-arrestin, luminescence, CHO-K1 PathHunter, 1536-well; C-X-C chemokine receptor type 6 (Homo sapiens), O00574; inhibition, % at 20 µM; AID 602244, 2012; 0.36% of 360,000 active; in the data active = inhibition above about 34%, passing the limit was not always enough;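 also: antagonist mode with CXCL16 agonist at 10 nM final; 0% = 10 nM CXCL16 with DMSO and 100% = unstimulated wells without agonist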
# CCR6 antag: CCR6 receptor antagonists, primary screen, cell-based, CHO-K1, luminescence, beta-arrestin, uHTS; C-C chemokine receptor type 6 (Homo sapiens), P51684; CHO-K1 CCR6 PathHunter beta-arrestin, CCL20-stimulated; inhibition, % at 20 µM; 0.49% of 340,000 active; AID 493098, 2011;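 active = compounds whose inhibition of the agonist-driven luminescence signal at 20 µM reaches about 50%, limit read from the data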;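 also: cells stimulated with CCL20 at 14 nM final; plate controls were DMSO with CCL20 for no effect and DMSO without agonist for full effect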
# APJ antagonist: antagonists of human apelin receptor APJ, primary screen, CHO-K1 cells, beta-arrestin complementation, luminescence; inhibition, % at 20 µM; AID 2521, 2010; 0.32% of 330,000 active; P35414;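 active = inhibition above about 40% at 20 µM, limit read from the data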;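 also: cells challenged with 10 nM apelin-13 agonist together with compound; plate controls were apelin-13 plus DMSO wells for no effect and DMSO wells lacking apelin-13 for full effect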
# tim23-1 inh: growth inhibitors of tim23-1 mutant yeast, primary screen, luminescence, uHTS. 1.3% of 330,000 active. S. cerevisiae tim23-1 growth, BacTiter-Glo luminescence, 24 h. inhibition, % at 20 µM;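 active = growth inhibition of the mutant yeast at or above 50%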;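 also: temperature-sensitive mutant grown at 25 °C; plate controls were DMSO-treated mutant yeast for no effect and medium wells lacking yeast for full effect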
# Numbers without * were called inactive; / = not tested or not shown. Not all compounds are listed. The share of hits here may be higher or lower than overall.
molecule	Mdm2-MdmX inh	APJ agonist	CCR6 antag	CHOP UPR activ	CXCR6 block	tim23-1 inh	APJ antagonist	EBI2 block	UPR XBP1 act
CCOc1ccc(NC(=O)CN(C)C(=O)CCCOc2ccc(Br)cc2)cc1OCC	13	-2	6	-0.9	-6	14	-21	9	-4
CC1CCC2(CC1)OCC1(CCC3(COC4(CCC(C)CC4)OC3)C1=O)CO2 (stereo unspecified)	-7	-1	8	-0.8	2	18	0	5	-3
COc1c(C)cc(C(=O)C2CCCN(C(=O)Cn3ccc(C)n3)C2)cc1C (stereo unspecified)	18	-2	12	-1.2	-6	23	-4	3	0
C=CCn1c(SCC(=O)NNC(=O)Nc2ccc(C)cc2)nnc1-c1ccccc1	-5	2	-11	1.3	-2	6	13	48*	1
CCn1c(SCC(=O)N2CCC(C)CC2)nc2c(c1=O)SCC2	15	2	-12	-0.7	9	15	-1	-17	-4
O=C(NC1CCCC1)c1cccc(S(=O)(=O)N2CCOCC2)c1	3	-4	8	-1.6	-5	-3	12	-5	-1
O=C(Nc1ccccc1)C1=C[C@H](c2coc3ccccc3c2=O)C[C@H](OCc2ccc(CO)cc2)O1	-11	-3	7	-0.2	-13	-10	3	10	-2
CCOc1ccc(-n2c(=S)sc3c(=O)[nH]c(SCC(=O)C(C)(C)C)nc32)cc1	12	0	-5	0.7	3	14	4	4	-2
COC(=O)c1cccc(NC(=O)CSc2nc3cccnc3n2C)c1	29	3	4	0.8	-14	-26	16	-4	-3
Cn1nccc1NC(=O)Nc1ccc(Cl)cc1	17	-3	7	0.9	-10	-13	-10	-1	0
CC1(c2nnc(-c3cccc(Cl)c3)o2)CC(c2cccnc2)=NO1 (stereo unspecified)	10	7	-5	3.2	-3	10	-12	-3	1
C=C(C)COc1ccc2oc(C)c(C(=O)OCCOC)c2c1	-8	-2	7	-0.1	3	16	-2	16	2
CCOC(=O)c1[nH]cnc1C(=O)Nc1ccc(C)cc1	-3	-3	1	-1.5	3	38	1	-26	-3
CCCNC(=O)c1onc(CSc2ccc(F)cc2)c1C(=O)NCCOC	15	11	4	-1.2	-3	26	1	-15	0
O=C(Nc1nc2ccc(Cl)cc2s1)C1CCCO1 (stereo unspecified)	-104	-5	4	4.7	-3	37	6	-4	0
O=C(O)c1cccc(N2CCCC2)c1	7	7	0	1.4	-12	20	11	-6	0
O=C(Nc1cccc(F)c1)N1CCC(c2ccccc2)CC1	-21	-3	13	6.7	-1	18	1	67*	2
CCOc1ccc(-n2c(SCC(=O)O)nc3sc4c(c3c2=O)CCCC4)cc1	17	0	15	0.2	9	-11	8	0	-4
O=C(Nc1ccc(O)cc1)/C(=C\c1ccncc1)NC(=O)c1ccccc1	14	-4	-7	-1.3	4	-4	-8	-5	-2
Cn1nc(C(=O)NCc2ccc(F)cc2)c2c1-c1ccccc1S(=O)(=O)C2	14	0	13	3.0	6	14	-17	-1	-5
CC1CCN(c2ccc(C(F)(F)F)cc2N)CC1	17	1	9	1.8	-8	7	-19	-4	2
CCOC(=O)C(C)(C)N(Cc1cccc(C)c1)S(=O)(=O)c1cccc([N+](=O)[O-])c1	14	-1	22	-0.9	-1	21	-2	10	-4
Cc1ccc(-c2cc(C(=O)Nc3nn[nH]n3)c3ccccc3n2)c(C)c1	5	-5	10	0.9	4	0	13	0	2
COc1ccccc1-n1nnnc1SCC(=O)NC1CCCCC1	16	0	-2	0.6	-1	-5	16	5	3
CC1(C)CC(=O)C(C(C2=C(O)CC(C)(C)CC2=O)c2cccnc2)C(=O)C1 (stereo unspecified)	12	-4	-2	-1.0	6	-4	-17	-12	2
CCCCCSc1nc2c(c(=O)[nH]c(=O)n2C)n1CCc1ccccc1	5	4	3	2.0	-1	17	10	8	9
CC(=O)c1c(C)n(-c2ccc(C)cc2)c2ccc(O)cc12	21	-5	9	1.5	-8	2	16	-7	0
CC1=CC(C)(C)Nc2ccc(Cc3ccc4c(c3)C(C)=CC(C)(C)N4)cc21	50	-2	-3	-0.2	1	17	3	17	-3
COc1cc(OC)cc(C(=O)Oc2ccc(/C=N/Nc3nc4ccccc4s3)cc2OC)c1	-98	5	-1	2.8	2	18	-16	20	3
COc1ccc(CNS(=O)(=O)c2ccc3c(c2)NC(=O)C(C)S3)cc1 (stereo unspecified)	1	4	12	-2.9	-10	9	-3	-8	-4
Cc1ccc(C(CC(=O)O)C2CCOC(C)(C)C2)cc1 (stereo unspecified)	13	-5	1	0.0	0	12	5	-20	0
COc1ccc(NS(=O)(=O)c2ccc(S(=O)(=O)N3CCCC3)cc2)cc1Cl	15	-1	20	-4.1	7	19	11	-1	0
CCOC(=O)C1CCCN(c2c(NCC3CCCN3CC)c(=O)c2=O)C1 (stereo unspecified)	10	-1	4	-0.1	6	-4	15	-3	0
Cc1nn(-c2ccc(Cl)cc2)c(NC(=O)C(C)C)c(-c2ccccc2)c1=O	9	1	-4	-1.6	4	-1	-3	-7	5
CC(C)C(=O)OCC(=O)Nc1ccc2c(c1)CCC2	6	4	-3	0.4	-8	7	6	-8	0
CCN(CC)C(=O)[C@H]1C[C@H](CC(=O)NCCCOC)C(=O)N2CCc3c([nH]c4cc(-c5ccco5)ccc34)[C@]12C	20	/	11	2.3	3	36	/	2	1
Cc1cc(C)n(CCCNC(=O)c2ccc(C)o2)n1	13	-4	11	-1.0	1	-6	19	-11	1
CC[C@]12c3[nH]c4ccc(Cl)cc4c3CCN1C(=O)[C@@H](CC(=O)NCc1cccc(C(F)(F)F)c1)C[C@@H]2C(=O)N1CCN(C(=O)C2CC2)CC1	35	/	0	11	0	30	/	3	4
CC1(C)Cc2c(C#N)c(NCCCO)nc(-c3ccccc3)c2CO1	-21	-2	6	-1.1	4	-16	-9	3	0
Cn1c(=O)c2c(nc(NCC(O)CO)n2CCc2ccccc2)n(C)c1=O (stereo unspecified)	26	-1	-8	-3.3	-2	4	-4	-3	-2
COc1ccc(F)cc1S(=O)(=O)n1cnc2ccccc21	8	-3	12	2.6	-7	7	35	2	-5
CCCCC(=O)Nc1ccc(C(=O)Nc2ccc(S(=O)(=O)N3CCCC3)cc2)cc1	17	6	13	-1.0	-1	-8	-1	-15	1
COc1cccc(NC(=O)CN2C(=O)NC3(CCc4ccccc43)C2=O)c1 (stereo unspecified)	-9	-4	5	0.7	-7	-9	14	2	1
COc1ccccc1Nc1nc(-c2cccc([N+](=O)[O-])c2)cs1	-11	2	16	5.1	-2	23	11	27	0
COc1ccccc1N1C(=O)CC(c2ccccc2)CC1=O	5	-2	-4	2.2	6	-4	3	-4	2
O=C(NNC(=O)c1ccc2c(=O)n3c(nc2c1)CCC3)c1cccc(Cl)c1	11	-7	14	0.7	4	-8	-44	-7	-3
O=C(c1cccc(Cl)c1)N1CCN(c2ccccn2)CC1	2	1	12	-1.6	-9	9	0	-34	-1
O=C(COC(=O)C1C2CC3OC(=O)C1C3C2)Nc1ccccc1 (stereo unspecified)	-3	-2	10	0.7	-8	14	11	2	4
Cc1ccc(NC(=O)CCCSc2nc3ccccc3[nH]2)cc1	5	-1	6	1.8	7	-8	-2	3	-1
COc1ccc(N2CCN(C(=O)c3ccc(CSc4ccccc4)cc3)CC2)cc1	-1	-2	1	-1.2	6	5	6	2	-3

# More records follow.
molecule	Mdm2-MdmX inh	APJ agonist	CCR6 antag	CHOP UPR activ	CXCR6 block	tim23-1 inh	APJ antagonist	EBI2 block	UPR XBP1 act
Cc1cccc(Nc2nnc(SCC(=O)Nc3ccc(C(=O)O)cc3)s2)c1	-3	-1	1	-0.9	0	1	22	-3	1
COc1ccc(/C(C)=N/NC(=O)CNC(=O)C2COc3ccccc3O2)c(OC)c1 (stereo unspecified)	-17	2	-1	-0.1	5	13	-31	2	-3
CCn1c(CC(=O)Nc2ccc(C)cc2)nnc1SCC(=O)NCc1ccccc1	-7	8	7	0.1	6	11	-13	4	0
O=C(CNC(=O)c1ccccc1F)OCCOc1cccc(Cl)c1	34	-5	8	1.0	-3	22	7	-2	-1

# Shown field by field: 2 of the compounds above.
> CCn1c(CC(=O)Nc2ccc(C)cc2)nnc1SCC(=O)NCc1ccccc1
- Mdm2-MdmX inh: -7
- APJ agonist: 8
- CCR6 antag: 7
- CHOP UPR activ: 0.1
- CXCR6 block: 6
- tim23-1 inh: 11
- APJ antagonist: -13
- EBI2 block: 4
- UPR XBP1 act: 0
> O=C(CNC(=O)c1ccccc1F)OCCOc1cccc(Cl)c1
- Mdm2-MdmX inh: 34
- APJ agonist: -5
- CCR6 antag: 8
- CHOP UPR activ: 1.0
- CXCR6 block: -3
- tim23-1 inh: 22
- APJ antagonist: 7
- EBI2 block: -2
- UPR XBP1 act: -1

# Filtered by structure: those above containing an NH in an aromatic ring.
molecule	Mdm2-MdmX inh	APJ agonist	CCR6 antag	CHOP UPR activ	CXCR6 block	tim23-1 inh	APJ antagonist	EBI2 block	UPR XBP1 act
CCOc1ccc(-n2c(=S)sc3c(=O)[nH]c(SCC(=O)C(C)(C)C)nc32)cc1	12	0	-5	0.7	3	14	4	4	-2
CCOC(=O)c1[nH]cnc1C(=O)Nc1ccc(C)cc1	-3	-3	1	-1.5	3	38	1	-26	-3
Cc1ccc(-c2cc(C(=O)Nc3nn[nH]n3)c3ccccc3n2)c(C)c1	5	-5	10	0.9	4	0	13	0	2
CCCCCSc1nc2c(c(=O)[nH]c(=O)n2C)n1CCc1ccccc1	5	4	3	2.0	-1	17	10	8	9
CCN(CC)C(=O)[C@H]1C[C@H](CC(=O)NCCCOC)C(=O)N2CCc3c([nH]c4cc(-c5ccco5)ccc34)[C@]12C	20	/	11	2.3	3	36	/	2	1
CC[C@]12c3[nH]c4ccc(Cl)cc4c3CCN1C(=O)[C@@H](CC(=O)NCc1cccc(C(F)(F)F)c1)C[C@@H]2C(=O)N1CCN(C(=O)C2CC2)CC1	35	/	0	11	0	30	/	3	4
Cc1ccc(NC(=O)CCCSc2nc3ccccc3[nH]2)cc1	5	-1	6	1.8	7	-8	-2	3	-1
